TNAP act hi DEA = increases human TNAP activity under high phosphate acceptor concentration | activation factor at 20 µM | 200,000 tested, under 10 active | purified TNAP, CDP-star luminescence, 1 M DEA, 30 min; active compounds read high; 0 = EDTA background, 1 = DMSO-only activity;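 active = activation factor at least 2 at 20 µM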
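Dosing: 20 µM single point. System: human TNAP. Amount: TNAP 1/800 final. Incubation: 30 min, room temperature. Read-out: TNAP activation factor scaled between EDTA and DMSO control wells. Signal: luminescence from CDP-star hydrolysis. Medium: 1 M DEA, pH 9.8, Mg2+, Zn2+. Control set: EDTA negative control, DMSO positive control.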
ROMK primary = modulators of human ROMK potassium channel; 130,000 tested, 2% active; B-score at 10 µM; AID 1918; P48048; Tet-inducible ROMK, thallium flux fluorescence; actives lie on both sides;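 active = signal ratio slope over the read window, or its plate-corrected B-score, at least 3 SD from the plate mean, either direction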;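 note: B-score of the F/F0 ratio slope over 7 to 12 s after thallium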
Target sequence (P48048 whole entry, looked up): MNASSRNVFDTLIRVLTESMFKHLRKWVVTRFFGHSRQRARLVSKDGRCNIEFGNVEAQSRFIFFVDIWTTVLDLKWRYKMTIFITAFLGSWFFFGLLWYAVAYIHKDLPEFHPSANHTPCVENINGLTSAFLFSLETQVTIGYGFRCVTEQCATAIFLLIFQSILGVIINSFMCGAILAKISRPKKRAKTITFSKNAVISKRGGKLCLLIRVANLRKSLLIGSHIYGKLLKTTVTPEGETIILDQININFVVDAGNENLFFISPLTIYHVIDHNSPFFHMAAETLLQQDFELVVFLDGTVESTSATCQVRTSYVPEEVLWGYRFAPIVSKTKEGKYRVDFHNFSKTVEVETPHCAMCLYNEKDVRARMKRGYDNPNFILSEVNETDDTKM
STAT1 inh = reduces IFN-gamma driven STAT1 reporter signal; NIH 3T3 STAT1-luciferase reporter, luminescence; inhibition, % at 5.5 µM; 200,000 tested, 0.35% active;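 active = inhibition above a set limit, the mean inhibition across all tested compounds plus 3 SD, cut at about 34% in these data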;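 note: 0% = IFN-gamma with DMSO and 100% = IFN-gamma with 300 µM nifuroxazide; values of inactives mirror those of a sister screen read the other way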
PPARg SRC1 recr = agonists of human PPARgamma SRC-1 coactivator recruitment; activation, % at 8 µM; 200,000 tested, 0.41% active; P37231; PPARgamma-SRC-1 coactivator recruitment biochemical assay; in the data active = activation above about 19%;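 note: 0% = DMSO and 100% = reference agonist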
Target sequence (P37231 whole entry, looked up): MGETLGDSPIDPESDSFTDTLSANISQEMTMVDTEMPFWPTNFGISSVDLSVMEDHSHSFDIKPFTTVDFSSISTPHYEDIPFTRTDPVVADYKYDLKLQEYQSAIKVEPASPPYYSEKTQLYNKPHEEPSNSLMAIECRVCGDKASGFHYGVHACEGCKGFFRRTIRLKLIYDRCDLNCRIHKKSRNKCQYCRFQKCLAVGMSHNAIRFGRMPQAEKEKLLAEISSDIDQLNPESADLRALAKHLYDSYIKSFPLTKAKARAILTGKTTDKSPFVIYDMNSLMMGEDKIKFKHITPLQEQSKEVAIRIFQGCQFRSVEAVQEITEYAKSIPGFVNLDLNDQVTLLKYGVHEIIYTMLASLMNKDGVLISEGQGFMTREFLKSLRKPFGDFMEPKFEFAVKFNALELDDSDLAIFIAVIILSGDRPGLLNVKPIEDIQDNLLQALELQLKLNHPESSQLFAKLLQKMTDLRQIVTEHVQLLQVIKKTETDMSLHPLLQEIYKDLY
PPARg SRC2 recr = promotes SRC-2 coactivator recruitment by human PPARgamma; PPARgamma LBD-SRC-2 recruitment, biochemical; activation, % at 8 µM; 200,000 tested, 0.34% active; in the data active = activation above about 22%;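 note: 0% = vehicle and 100% = reference agonist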
PPARg SRC-3 ag = promotes SRC-3 coactivator recruitment by human PPARgamma; 200,000 tested, 0.26% active; AID 731; biochemical PPARgamma/SRC-3 coactivator recruitment assay; activation, % at 8 µM; in the data active = activation above about 23%;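 note: 0% = DMSO and 100% = reference agonist; some compounds past the cut are filed as inactive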
bIAP activator = increases bovine intestinal alkaline phosphatase activity. 200,000 tested, 0.17% active. purified bovine IAP, CDP-star luminescence, 30 min; active compounds read high; fold of DMSO-control signal, blank-subtracted. AID 1016. activation factor at 20 µM;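 active = activation factor of 2 or more at 20 µM, a signal rise over negative controls twice the positive control's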
bIAP inh = intestinal alkaline phosphatase (bovine) inhibition. purified bovine IAP, CDP-star luminescence, 30 min. inhibition, % at 20 µM. 190,000 tested, under 10 active. AID 1019;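 active = over 50% inhibition of intestinal alkaline phosphatase at 20 µM in the single-dose screen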
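System: Purified bovine intestinal alkaline phosphatase (IAP) enzyme | Input: IAP diluted 1/65,000,000 in the well | Also added: CDP-star chemiluminescent phosphatase substrate, 30 µM final | Dosing: 20 µM single dose | Times: Enzyme reaction for 30 min at room temperature | Detection: Luminescence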
STAT3 activator = activators of IL-6 induced STAT3 signaling; 190,000 tested, 0.91% active; activation (% of control), % at 5.6 µM; U3A cells, IL-6 STAT3-luciferase reporter, luminescence; 100% = signal with IL-6 EC80 alone;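 active = activation above the screen-wide mean of compound activation plus 3 SD, cut at about 130% in these data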;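 note: 0% = background luminescence of wells with medium and substrate only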
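Material: human U3A cells carrying STAT3-luciferase construct. Measured by: reporter luminescence signal. Timing: compound 1 h, then IL-6 6 h at 37 °C.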
STAT3 inh = inhibitors of IL-6 induced STAT3 signaling; U3A cells, IL-6 STAT3-luciferase reporter, luminescence; host cell line lacks STAT1; inhibition, % at 5.5 µM; 190,000 tested, 0.89% active; AID 862;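 active = inhibition above the mean inhibition across all screened compounds plus 3 SD, cut at about 44% in these data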;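 note: 0% = DMSO only wells and 100% = 100 µM nifuroxazide control wells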
TR-FRET SRC-2 ct = TR-FRET artefact, counter-screen to PPARgamma/SRC-2 agonist assay. active compounds read high. TR-FRET ratio at 8 µM. 200,000 tested, 0.4% active; in the data active = TR-FRET ratio above about 2000; note: inactives centre near 1500
An asterisk follows results filed as active; . = not tested or not shown.

entry	SMILES	TNAP act hi DEA	ROMK primary	STAT1 inh	PPARg SRC1 recr	PPARg SRC2 recr	PPARg SRC-3 ag	bIAP activator	bIAP inh	STAT3 activator	STAT3 inh	TR-FRET SRC-2 ct
1	Cc1ccc(/C=C(/C#N)C(=O)NC(=O)Oc2ccccc2)cc1	1.1	-1.8	-6	3	-3	8	0.9	5	102	3	1531
2	CC1CC(C)CN(c2ccc(C(=O)NCc3ccc4c(c3)OCO4)cc2[N+](=O)[O-])C1 (stereo unspecified)	0.9	1.1	5	4	-2	0	1	2	108	-8	1518
3	O=C(CSc1nc2ccccc2s1)NNC(=S)Nc1ccccc1	1.1	.	2	5	2	4	1	2	99	2	1709
4	C=CCOc1ccc(/C(O)=C2/C(=O)C(=O)N(CCCN3CCOCC3)C2c2ccc(OC)cc2)cc1 (stereo unspecified)	1	.	-3	-1	-3	-5	1	1	94	11	1597
5	O=C(COC(=O)c1cccc(S(=O)(=O)N2CCc3ccccc32)c1)NCc1ccco1	1.1	-0.29	-14	-3	-7	-2	1	2	104	-2	1559
6	C(=N\Nc1nc(-c2ccccc2)cs1)/c1ccco1	0.9	.	-51	-1	-1	3	1	-4	95	4	1535
7	Fc1ccccc1CSc1nnc(-c2cccs2)o1	1.1	.	-52	-4	3	4	0.6	42	106	-5	1434
8	Cc1ccc(S(=O)(=O)NCC(=O)OCC(=O)c2c(N)n(C)c(=O)n(C)c2=O)cc1	1	1.1	6	2	2	-2	0.8	18	96	7	1605
9	CNc1c([N+](=O)[O-])ncn1C	1	0.027	3	1	2	4	0.9	5	99	7	1534
10	CC12CN3CC(C)(CN(C1)C3c1ccc(F)cc1)C2 (stereo unspecified)	1	-0.85	4	2	3	1	0.9	6	107	-3	1565
11	Cc1ccc(N2C(=O)[C@@H]3Cc4ccccc4CN3C2=O)cc1	1	0.62	-11	3	3	6	0.9	15	80	25	1353
12	COc1ccc(-c2nc(N)n(C(C)=O)n2)cc1	1	.	3	-2	-7	-13	0.9	14	97	7	1292
13	O=C(Cn1nnc(-c2ccc(Cl)cc2)n1)NCC1CCCCC1	1.1	.	-6	6	3	0	0.9	14	107	-4	1478
14	CCOC(=O)C(CC)n1nc(C)n2c(cc3sccc32)c1=O (stereo unspecified)	1	.	6	-1	6	5	0.9	13	96	4	1531
15	COc1ccc(-c2ccc(=O)n(Cc3ccc([N+](=O)[O-])cc3)n2)cc1	1	0.33	13	2	9	8	0.9	13	134*	-39	1553
16	CCOc1ccccc1N(CC(=O)N/N=C/c1cc(Br)ccc1OC)S(C)(=O)=O	1	-0.43	0	0	-3	2	0.9	12	100	-2	1612
17	COC1CCN(C(=O)c2ccc(OC3CCN(CCc4ccccc4)CC3)cc2)CC1	1.1	1.1	-1	2	11	1	1	0	104	1	1534
18	CC(=O)c1ccc(OCc2ccc(C(=O)c3ccccc3)cc2)cc1	1	0.3	19	-3	-6	0	1.1	-10	86	22	1315
19	CCOC(=O)C1CCCN(Cc2c(F)cccc2Cl)C1 (stereo unspecified)	1	0.38	-5	-7	-4	-3	1	0	109	-10	1612
20	COc1ccc(CO/N=C/c2c(C)[nH]c(=O)[nH]c2=O)cc1	1	.	-3	8	4	9	1	-2	98	12	1549
21	COc1cccc(CN(Cc2ccco2)C(c2ccc(F)cc2)c2nnnn2C(C)(C)C)c1 (stereo unspecified)	1.1	.	-3	7	8	-8	1.1	-8	107	-3	1689
22	O=c1c2ccccc2nc2n1C(CSCc1cccc(C(F)(F)F)c1)CS2 (stereo unspecified)	1	.	23	-2	-2	2	1	5	59	49*	1602
23	CC(C)CCN(C(=S)Nc1cccc(F)c1)C(C)c1cccs1 (stereo unspecified)	1	-0.81	-1	-10	-10	5	0.8	16	103	-1	1582
24	Cc1ccc(-c2nnc(-c3ccccc3)c(N3CCOCC3)n2)cc1	1	.	-4	-1	2	-9	1	4	89	19	1633
25	COc1ccc(-n2c(CN3CCC(C)CC3)nc3ccc([N+](=O)[O-])cc3c2=O)c(OC)c1	1.1	-0.82	1	1	7	3	1	-4	105	-6	1441
26	CCOC(=O)C(NCCCO)c1ccccc1 (stereo unspecified)	1	.	5	0	7	-1	1	-1	107	-5	1522
27	Cc1cccc(OCC(=O)N/N=C/c2cn[nH]c2-c2ccc(Cl)c(Cl)c2)c1	1	.	-6	-4	3	-2	1	-2	102	4	1592
28	c1coc(C2=Nc3cccc4cccc(c34)N2)c1	0.9	0.29	4	7	5	10	0.9	14	96	7	1474
29	O=C(NNC(=O)NC1CCCCC1)NC1CCCCC1	1	-0.22	-3	-7	1	-2	1.1	-10	104	0	1450
30	COc1nc(N(C)C)nc(N(C#N)CCOC(C)=O)n1	1	0.12	-6	6	6	0	0.9	8	105	-4	1411

Continuation.
entry	SMILES	TNAP act hi DEA	ROMK primary	STAT1 inh	PPARg SRC1 recr	PPARg SRC2 recr	PPARg SRC-3 ag	bIAP activator	bIAP inh	STAT3 activator	STAT3 inh	TR-FRET SRC-2 ct
31	Cc1ccc(N(CC(N)=O)C2SC(=O)NC2=O)cc1 (stereo unspecified)	1	-0.19	-9	9	4	1	1.1	-7	102	1	1600
32	CN1CCN(CCc2cn3ncc(C#N)c3nc2-c2ccc(F)cc2)CC1	1.1	-0.02	-2	0	5	2	0.9	7	107	4	1705
33	CCOc1c2ccc(C(=O)NCCCCc3ccccc3)cc2nn1CC	1	-1.8	4	-10	5	-3	1.1	-7	103	4	1539
34	CCCOc1cccc(C(=O)Nc2nnn(CCC)n2)c1	1	-0.28	-16	7	2	-4	0.9	11	108	-7	1500
35	COc1ccc(OC)c(C2SCCN2S(C)(=O)=O)c1 (stereo unspecified)	1	0.036	-12	7	6	2	1	3	98	8	1426
36	COc1cc(C2=Nc3c(c(C)nn3-c3ccccc3)P(=O)(N3CCOCC3)O2)cc(OC)c1OC (stereo unspecified)	1	.	-3	3	2	-1	0.9	8	111	-8	1596
37	CCNc1ccc(C(=O)OC(C(=O)NC(N)=O)C(C)C)cc1[N+](=O)[O-] (stereo unspecified)	1	0.5	6	8	9	3	1	3	102	4	1629
38	Cc1nc(NC(=O)/C=C/c2ccccc2)sc1C(=O)NCCO	0.8	-0.75	-5	6	13	1	1	4	103	1	1589
39	CC(=O)NC(CCS(C)(=O)=O)C(=O)Nc1cccc(C)c1 (stereo unspecified)	1	.	4	-4	5	-1	0.9	6	104	1	1560
40	CCn1c(SCC(=O)N2CCCCC2C)nnc1-c1ccc(S(=O)(=O)N2CCN(C)CC2)cc1 (stereo unspecified)	1	0.4	-1	-4	5	-2	1	-4	101	4	1435
41	COc1ccc(CC(=O)Nc2ccc3c(c2)OCO3)cc1S(=O)(=O)N1CCOCC1	1.1	.	11	1	4	-14	0.9	5	95	15	1501
42	O=C(N/N=C/c1cc(Br)c(Br)s1)c1ccncc1	1	.	-15	-3	0	0	0.9	6	85	22	1569
43	Cc1cc(NC(=O)CSc2nc(-c3cccs3)cc(C(F)(F)F)n2)no1	1.1	1	0	-3	9	-12	0.8	16	100	4	1430
44	C/C(=N\Nc1ccc(F)cc1F)c1ccccc1O	1	-0.47	-30	10	1	0	0.9	10	89	20	1410
45	CCOC(=O)c1c(C)c(C(=O)N2CCc3ccccc3C2)c(C)n1CC	1	.	1	3	6	-10	1	3	96	10	1359
46	N#CCCN1CCN(Cc2cc(-c3ccccc3)ccc2O)CC1	1	-1.3	9	9	2	13	1	2	95	8	1612

Some of the entries so far, with two lines to a compound.
Every second line gives: TNAP act hi DEA, ROMK primary, STAT1 inh, PPARg SRC1 recr, PPARg SRC2 recr, PPARg SRC-3 ag, bIAP activator, bIAP inh, STAT3 activator, STAT3 inh, TR-FRET SRC-2 ct
39. CC(=O)NC(CCS(C)(=O)=O)C(=O)Nc1cccc(C)c1 (stereo unspecified)
  1, ., 4, -4, 5, -1, 0.9, 6, 104, 1, 1560
40. CCn1c(SCC(=O)N2CCCCC2C)nnc1-c1ccc(S(=O)(=O)N2CCN(C)CC2)cc1 (stereo unspecified)
  1, 0.4, -1, -4, 5, -2, 1, -4, 101, 4, 1435
41. COc1ccc(CC(=O)Nc2ccc3c(c2)OCO3)cc1S(=O)(=O)N1CCOCC1
  1.1, ., 11, 1, 4, -14, 0.9, 5, 95, 15, 1501
42. O=C(N/N=C/c1cc(Br)c(Br)s1)c1ccncc1
  1, ., -15, -3, 0, 0, 0.9, 6, 85, 22, 1569
43. Cc1cc(NC(=O)CSc2nc(-c3cccs3)cc(C(F)(F)F)n2)no1
  1.1, 1, 0, -3, 9, -12, 0.8, 16, 100, 4, 1430
44. C/C(=N\Nc1ccc(F)cc1F)c1ccccc1O
  1, -0.47, -30, 10, 1, 0, 0.9, 10, 89, 20, 1410
45. CCOC(=O)c1c(C)c(C(=O)N2CCc3ccccc3C2)c(C)n1CC
  1, ., 1, 3, 6, -10, 1, 3, 96, 10, 1359
46. N#CCCN1CCN(Cc2cc(-c3ccccc3)ccc2O)CC1
  1, -1.3, 9, 9, 2, 13, 1, 2, 95, 8, 1612
